From PubChem BioAssay
ATXN viability – reduces viability in counter-screen for ATXN expression inhibitors. S2 cells (HEK-293 line with an ATXN2-luciferase reporter) viability, CellTiter-Fluor protease fluorescence, 24 h. Potency, µM (top dose mostly 56.7 µM), actives largely listed as cytotoxic. 0.49% of 400,000 active. AID 651635; note: potency is the fitted concentration of half-maximal effect; nearly all actives have a fitted effect of over 40% in size
IL1B secr inh – inhibitors of inflammasome signaling (IL-1 beta secretion); THP-1 LPS/ATP IL-1B secretion, AlphaLISA, 16 h; stronger effect = lower value; activity change, % at 57.5 µM; 4.7% of 360,000 active; AID 743279; in the data active = activity change below about -50%; inconclusive = mostly about -30% to -49%; note: % is set by controls: 0 for no effect and ±100 for the full control effect
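Secreted IL-1B measured by AlphaLISA bead assay after 16 h compound exposure of THP-1 cells; compounds (final up to 57.5 uM) added 1 h before LPS (250 ng/mL) and ATP (1.25 mM) stimulation; lower signal means less secretion.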
KB-3-1 tox – KB-3-1 parental cell cytotoxicity; Potency, µM (series often up to 46.1 µM), for the others: top-dose activity change, negative = cytotoxic, actives largely listed as cytotoxic; 1.4% of 400,000 active; KB-3-1 viability, CellTiter-Glo ATP luminescence, 72 h; note: potency is the fitted concentration of half-maximal effect; % is set by controls: 0 for no effect and ±100 for the full control effect; nearly all actives have a fitted effect of over 60% in size
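Cytotoxicity measured as CellTiter-Glo luminescence after 72 h at 37 C. Compound titrations were pinned onto drug-naive KB-3-1 parental adenocarcinoma cells grown in DMEM with 10% FBS, and normalized data fitted to concentration-response curves.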
HT1080 IDH1KD tx – toxicity to HT-1080 IDH1 knockdown cells (counter line). HT-1080 IDH1 knockdown viability, ATP luminescence, 48 h. Potency, µM (titrated, usually from 46.1 µM), for the others: at the top dose activity, negative = toxicity, actives largely listed as cytotoxic. 2% of 360,000 active. AID 686971;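 note: potency is the fitted concentration of half-maximal effect; 0% = DMSO wells and -100% = cell-free medium wells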
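After a 2 h attachment period, IDH1KD HT-1080 cells took pin-transferred compound for 48 h at 37 °C; ATP-based luminescence after 10 min room-temperature reagent incubation reported viability.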
MCF10A rereplic – inducers of DNA re-replication in MCF 10A breast cells; MCF 10A DNA re-replication, Hoechst nuclear intensity, 48 h; Potency, µM (titrated, usually from 46.1 µM), without a hit: at the highest dose activity, positive = re-replication, hits mostly activators; 2.9% of 350,000 active; note: potency is the fitted concentration of half-maximal effect; % of control where 0% means no effect; nearly all actives have a fitted effect of over 50% in size
HT1080-NT tox – kills 2HG-producing HT-1080-NT fibrosarcoma cells; HT-1080-NT fibrosarcoma viability, CellTiter-Glo ATP luminescence, 48 h; Potency, µM (highest dose often 46.1 µM), for inactives: top-dose activity, negative = less viability, usual class: cytotoxic; 1.6% of 360,000 active; AID 686970;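 note: NT is the 2HG producing partner of a matched IDH1 knockdown line; potency is the fitted concentration of half-maximal effect; 0% = DMSO-treated cells and -100% = media-only wells without cells; nearly all actives have a fitted effect of over 55% in size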
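HT-1080-NT fibrosarcoma cells (2HG-overproducing), 750 cells/well in RPMI with 5% FBS, dosed after 2 h and incubated 48 h at 37C. CellTiter-Glo luminescence normalized to DMSO and no-cell wells; concentration-response curves fitted and classed.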
ATXN2 expr inh – inhibitors of ATXN2 expression | HEK-293 ATXN2-luciferase reporter, luminescence, 24 h | Potency, µM (series often up to 57 µM), for the others: top-dose activity change, negative = inhibition, hits mostly inhibitors | 0.72% of 360,000 active; note: potency is the fitted concentration of half-maximal effect; % is set by controls: 0 for no effect and ±100 for the full control effect; nearly all actives have a fitted effect of over 55% in size
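qHTS (up to 57 uM final) was run with 24 h compound exposure of reporter cells at 37 °C. Each well was multiplexed: SteadyGlo luminescence measured ATXN2-luciferase expression after a fluorogenic Gly-Phe-AFC viability readout (25 uM final).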
HepG2 tox – counter-screen for TGF-b inhibitors: cytotoxicity in HepG2 cells; HepG2 CAGA-GFP viability, ATP luminescence, 18 h; Potency, µM (doses to about 46.1 µM), for the others: at the top dose activity change, negative = cytotoxicity, actives largely listed as cytotoxic; 0.76% of 410,000 active; note: potency is the fitted concentration of half-maximal effect; some results filed as inactive show a strong effect at the top dose
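CellTiter-Glo luminescence gave cytotoxicity after 18 hours at 37 degrees C. The cells were HepG2 CAGA-GFP in 1% FBS DMEM, stimulated with 500 pg/mL TGF-beta after compound addition. %Activity was normalised to no-cell wells (complete cell-killing) and DMSO (no toxicity), and curves were fitted and classified.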
SW480 rereplic – DNA re-replication induction in SW480 cells. SW480 DNA re-replication, Hoechst DNA content imaging, 48 h. Potency, µM (top dose mostly 46.1 µM), without a hit: at the top dose re-replication activation, actives largely listed as activators. 1.8% of 340,000 active. AID 624297; note: potency is the fitted concentration of half-maximal effect; % of control where 0% means no effect; nearly all actives have a fitted effect of over 55% in size
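Hoechst fluorescence of nuclei (405 nm excitation, 500-530 nm emission) measured by plate-scanning imager after 48 hr compound exposure at 37 C; re-replication scored as increased number of nuclei with elevated intensity.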
* hit, by the source's call; i = inactive; ? = inconclusive; nt = not tested or not shown; [ ] = dose if it differs, or a comment. Unless noted, calls come from the whole dose curve; as a rule, active = well fitted curve in the direction sought with a large enough effect; inconclusive = small, poorly fitted or top-dose-only effect, or another doubt; inactive = no such curve, though single readings can be large; an effect the other way counts as inactive or inconclusive.

SMILES	ATXN viability	IL1B secr inh	KB-3-1 tox	HT1080 IDH1KD tx	MCF10A rereplic	HT1080-NT tox	ATXN2 expr inh	HepG2 tox	SW480 rereplic
C/C=C\C=C/C(=O)Nc1cccc(C2=NOC3(C2)C[C@@H](C(N)=O)N(C(=O)C2(C)CC2)C3)c1 (stereo partly specified)	i	2.4	-6.5%	5.3%	?	0.0%	9.4%	-0.6%	-17.7%[9.22 µM]
CC1(C)c2ccccc2N2CCC(=O)NC21/C=C/c1ccco1 (stereo unspecified)	?	1.7	-1.2%	2.3%	13.2%	-0.1%	-5.9%	6.0%	1.8%
COC(=O)C1=CO[C@@H](O)C2C(CO)=CCC12 (stereo partly specified)	?	-11.1	0.0%	-29.5%	?	?	-14.8%	-19.0%	10.5%
Cc1ccc(S(=O)(=O)N(CC(=O)NCCC2=CCCCC2)Cc2ccccc2F)cc1	i	-0.6	-2.0%	-1.1%[9.24 µM]	?	?	3.4%	2.4%	?
NC(=O)c1ccsc1NC(=O)COC(=O)c1ccccc1F	i	-9.9	-8.9%	-2.6%	10.4%	0.6%	-2.5%	1.8%	26.2%
CCOC(=O)C1CCCN(C(=O)CNC(=O)Cn2ccc3ccccc3c2=O)C1 (stereo unspecified)	i	-1.8	12.9%	4.1%	-1.2%	5.2%	-2.7%	-13.4%	-2.7%
CCOC(=O)N1CCC(NC(=O)C2CCN(Cc3nc(-c4ccc(CC)cc4)oc3C)CC2)CC1	i	-27.6	10.0%	-2.7%	0.5%	24.4%	2.8%	-10.3%	-3.4%
Cc1cc(C)c(NC(=O)C2CC(=O)N(Cc3ccccc3)C2)c(C)c1 (stereo unspecified)	i	-5.8	1.3%	5.8%	-34.6%[inhibitor]	12.8%	-6.9%	4.0%	16.4µM*
CN(C)c1ccc(/C=N/N=C2/SC(CC(=O)O)C(=O)N2c2ccc(O)cc2)cc1 (stereo unspecified)	nt	2.8	12.6%	-6.7%	6.2%	11.5%	-13.4%[11.3 µM]	-1.0%	-20.5%
O=C(C/C=N\OCc1c(Cl)cccc1Cl)Oc1ccc(Cl)cc1Cl	i	30.1	1.1%	7.6%	-4.3%	8.6%	-8.4%	-1.3%	-1.7%
Cc1ccccc1NC(=O)c1ccc(C)c(S(=O)(=O)Nc2cccnc2)c1	i	8.4	11.4%	2.2%	5.3%	6.6%	-3.3%	2.6%	-2.8%
O=C(COC(=O)CNC(=O)c1ccc(Cl)c([N+](=O)[O-])c1)NC(=O)c1ccccc1	i	3.4	15.0%	3.3%	-9.7%	3.5%	-3.5%	3.1%	-3.3%
Cc1[nH]nc2c1C(c1cccc(OC(=O)N3CCOCC3)c1)C(C#N)=C(N)O2 (stereo unspecified)	i	19.8	7.5%	9.6%	-0.3%	5.8%	-10.9%	-7.9%	0.2%
CCC(CC)N1CCN(S(=O)(=O)c2ccc(OC)cc2)CC1	i	-2.0	-21.7%	8.7%	-7.5%	-2.0%	-12.2%	9.5%	-1.6%
O=C(NCc1cccs1)c1cc(-c2ccccc2)on1	i	26.0	0.6%	10.2%	4.0%	4.8%	11.3%	-0.3%	-0.2%
O=C(O)c1ccc(S(=O)(=O)NC2CC2)cc1	i	-4.5	4.3%	-3.8%	-6.9%	-6.6%	nt	-12.9%	13.0%
CCOC(=O)c1c(-c2ccc(F)cc2)csc1NC(=O)CCN1CCOCC1	?	6.6	13.8%	1.1%	14.0%	1.9%	3.6%	1.2%	1.4%
CCn1nc(C)c(CNC(=O)c2cc(COc3ccc(C)nc3)on2)c1C	i	-14.9	?	-16.7%	9.4%	?	-13.5%	-10.0%	-1.6%
Cc1ccc(COc2ccsc2C(=O)NN)cc1	nt	57.3	-5.5%	-7.8%	-0.5%	-14.8%	-13.4%	3.2%	1.7%
O=C(Nc1nnc([C@@H]2O[C@H](CO)[C@@H](O)[C@H]2O)s1)Nc1cccc2c1CCCC2	i	-4.0	7.2%	6.7%	nt	1.1%	-5.6%	-9.1%	nt
CCN1C(=O)c2ccccc2S(=O)c2ccc(C(=O)N3CCN(c4cc(Cl)ccc4C)CC3)cc21 (stereo unspecified)	i	nt	?	nt	nt	nt	-26.8%	-33.1%	nt
COc1cccc(CNC(=O)C2(C)CCCN2C(=O)C(C)C)c1 (stereo unspecified)	i	0.0	0.0%	15.2%	nt	-1.0%	6.0%	-2.8%	nt
O=C(CN1C(=O)NC(c2ccccc2)(c2ccccc2)C1=O)NCC(=O)Nc1ccc(F)cc1	i	-16.7	5.3%	-0.1%	-3.5%	-8.0%	-7.5%	-4.2%	-2.8%
COC(=O)c1ccc(OCC(O)CN2CCN(C(=O)c3ccco3)CC2)c(OC)c1 (stereo unspecified)	i	-13.5	14.2%	-2.9%	-1.7%	13.2%	-3.8%	-65.3%	-6.4%

Structures listed so far containing a COOH group (two):
SMILES	ATXN viability	IL1B secr inh	KB-3-1 tox	HT1080 IDH1KD tx	MCF10A rereplic	HT1080-NT tox	ATXN2 expr inh	HepG2 tox	SW480 rereplic
CN(C)c1ccc(/C=N/N=C2/SC(CC(=O)O)C(=O)N2c2ccc(O)cc2)cc1 (stereo unspecified)	nt	2.8	12.6%	-6.7%	6.2%	11.5%	-13.4%[11.3 µM]	-1.0%	-20.5%
O=C(O)c1ccc(S(=O)(=O)NC2CC2)cc1	i	-4.5	4.3%	-3.8%	-6.9%	-6.6%	nt	-12.9%	13.0%

(listing goes on)
SMILES	ATXN viability	IL1B secr inh	KB-3-1 tox	HT1080 IDH1KD tx	MCF10A rereplic	HT1080-NT tox	ATXN2 expr inh	HepG2 tox	SW480 rereplic
COc1ccc(OCC(O)Cn2cnc(-c3ccc(Br)cc3)c2)cc1 (stereo unspecified)	i	38.7	-4.8%	-28.5%	27.3%	-13.6%	-22.9%	-19.1%	-1.6%
CCOC(=O)c1oc2ccccc2c1CSc1nnnn1-c1ccc(C)cc1	i	10.6	-13.3%	11.3%	3.8%	1.6%	-8.2%	-12.2%	-0.1%
CCCCn1cnc2c([nH]c3cc(OC)ccc32)c1=O	i	19.6	12.2%	24.4%	11.2%	23.8%	49.0%[activator]	15.4%	-2.8%
COc1ccc2c(c1)O[C@@]1(CCCC[C@@H]1C)CC2=O	i	40.3	?	1.1%	?	5.0%	3.7%	2.1%	0.6%
c1cncc(CSc2ccc(-c3ccc4c(c3)OCO4)nn2)c1	?	-51.1*	0.0%	?	1.8%	-23.2%	-0.5%	-17.2%	-93.6%[inhibitor][1.84 µM]
CCCn1c(SCc2ccccn2)nc2c1c(=O)n(C)c(=O)n2C	i	20.7	1.3%	0.4%	13.9%	3.3%	-5.4%	4.3%	2.5%
O=P(C(=S)Nc1ccccc1Cl)(c1ccccc1)c1ccccc1	?	24.9	0.6%	-11.9%	nt	-6.1%	nt	-23.3%	nt
Cc1cccc(C)c1NC(=O)Cn1c(=O)n(CCCS(=O)(=O)C2CCCCC2)c(=O)c2ccccc21	i	nt	-9.6%	nt	nt	nt	0.1%	-16.9%	nt
CCC(=O)Nc1cccc(NC(=O)c2ccc3c(c2)OCO3)c1	i	-10.9	11.5%	1.6%	2.4%	11.6%	17.6%	-18.0%	5.6%
COc1ccccc1-c1cc(NC=O)c2ncc(-c3cccc(C(=O)N(C)C)c3)n2c1	?	19.3	?	?	nt	?	0.0%	-7.4%	nt
CN1C(=O)CC(N2CCN(C(=O)CN3CCCC3)CC2)C1=O (stereo unspecified)	i	-5.6	-0.8%	8.1%	-2.7%	0.4%	-3.3%	-12.8%	1.4%
COc1ccc(CN(C)[C@H]2C[C@H]3c4[nH]c5ccccc5c4CCN3C[C@H]2[C@H](C)O)cc1	i	-25.9	5.0%	-12.3%	nt	-12.9%	-12.1%	-33.0%	nt
Cc1ccc(C(=O)N2CC(C)OC(C)C2)c(Cl)c1 (stereo unspecified)	i	-17.7	2.2%	-5.7%	-0.1%	1.0%	-0.1%	-22.3%	-1.0%
C=CCOc1ccc(C(=O)Nc2ccccc2C(=O)NCc2cccnc2)cc1	i	-26.0	5.17µM*	23.1µM*	?	20.6µM*	-10.2%	-22.2%	?
CCCCC(=O)Nc1ccc(C(=O)Nc2nc(CC(=O)OCC)cs2)cc1	i	-10.7	3.9%	-0.2%	-5.2%	9.0%	-1.6%	-30.3%	5.1%
Clc1ccc(Sc2ccc(/C=N/n3cnnc3)o2)cc1	i	1.0	2.0%	-15.9%	7.8%	-12.8%	-4.4%	-35.9%	1.8%
Cn1c(C(=O)OCC(=O)NCc2cccs2)cc2sccc21	i	2.5	-3.5%	-19.1%	-6.8%	8.2%	-2.2%	-20.6%	-3.1%
CCNC(=O)c1ccc2c(c1)C1C3CCC(C3)C1C(c1ccccc1)N2 (stereo unspecified)	i	i	?	-12.8%	?	-7.2%	-20.8%	-13.4%	9.8%
O=C1NC(=S)NC1=Cc1ccc(Cl)cc1Cl	i	-6.8	9.7%	-3.4%	?	-7.2%	4.0%	-0.9%	?
COc1ccc(-n2ccnc2SCC(=O)NCc2ccc(F)cc2)c(OC)c1	i	-17.3	17.3%	3.5%	?	?	-43.0%	-29.8%	?
CN1CCc2nc(NC(=O)c3cccc(OC(F)F)c3)sc2C1	i	-26.3	12.6%	-1.6%	14.5%	-8.9%	12.0%	-0.6%	8.3%
CCN(CC(=O)Nc1ccc(NC(C)=O)cc1)C(=O)CC1OC(=O)c2ccccc21 (stereo unspecified)	i	15.8	13.4%	5.1%	3.4%	11.6%	7.9%	6.2%	-0.5%
CCn1cc(-c2nnnn2-c2ccc(Cl)cc2)c(=O)c2ccccc21	i	7.5	-0.4%	-7.2%	1.8%	-3.4%	6.9%	-4.9%	-5.0%
CNc1cc(N2CCCCCC2)ccc1[N+](=O)[O-]	?	-12.8	-4.9%	-17.0%	-1.0%	?	38.3%	-24.1%	1.9%
Cc1cc(C)c2c(CN3CCC(C)CC3)cc(=O)oc2c1	i	21.2	4.8%	0.9%	7.2%	8.0%	60.6%[activator]	-8.4%	-4.0%
